NPSR antag: antagonists of human neuropeptide S receptor cAMP signaling; Q6W5P4; CHO-NPSR cells, cAMP TR-FRET, antagonist mode; 220,000 compounds, 1% hits; Potency, µM (series often up to 38.3 µM), inactives show at the highest dose activity change, negative = inhibition, most hits filed as inhibitors; AID 1461; further: potency means the concentration at half of the fitted maximal effect; on the % scale 0 is the no-effect control and ±100 the full control effect; nearly all actives have a fitted effect of over 50% in size; many of its hits are not listed in these tables
Target sequence (Q6W5P4 whole entry, looked up): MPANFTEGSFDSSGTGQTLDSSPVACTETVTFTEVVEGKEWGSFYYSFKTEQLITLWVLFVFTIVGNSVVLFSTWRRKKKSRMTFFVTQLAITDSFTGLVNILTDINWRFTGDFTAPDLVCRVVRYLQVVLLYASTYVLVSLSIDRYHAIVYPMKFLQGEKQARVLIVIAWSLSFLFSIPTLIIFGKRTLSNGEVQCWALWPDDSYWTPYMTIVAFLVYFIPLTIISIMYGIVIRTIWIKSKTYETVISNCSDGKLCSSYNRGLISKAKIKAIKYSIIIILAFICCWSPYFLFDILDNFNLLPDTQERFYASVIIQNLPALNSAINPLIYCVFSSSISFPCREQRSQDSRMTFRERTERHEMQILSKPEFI
TexasRed fluor: alters Texas Red total fluorescence, flagging assay interference. Potency, µM (series often up to 106 µM), for the others: at the highest dose fluorescence change, negative = quenching. 280,000 compounds, 0.29% hits. TRb/SRC2 Texas Red total fluorescence interference; active means well fitted curve in either direction with a large enough effect; inconclusive means small, poorly fitted or top-dose-only effect; further: potency means the concentration at half of the fitted maximal effect; on the % scale 0 is the no-effect control and ±100 the full control effect
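Human TRb ligand-binding domain at 0.6 uM with 20 nM Texas Red SRC2 peptide in Tris buffer containing 1 uM T3 and 5% DMSO, incubated with compound 5 h at ambient temperature. Total fluorescence (555/632 nm) calculated as parallel + 2 × perpendicular.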
Epigenetic reg: epigenetic control regulation, reporter derepression; murine LDR cells, GFP reporter derepression, 30 h; Potency, µM (series often up to 53.9 µM), without a hit: top-dose GFP activation, most hits filed as activators; 280,000 compounds, 0.2% hits; further: potency means the concentration at half of the fitted maximal effect; % of control where 0% means no effect; nearly all actives have a fitted effect of over 60% in size
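GFP-positive cell count by laser-scanning cytometry (objects 20–120 um) after 30 h, 37 C compound exposure of murine LDR cells; reporter is CMV-GFP integrated at a silenced locus, inducible by HDAC or DNMT inhibitors.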
TRb SRC2 PPI: TRbeta-SRC2 interaction inhibition. P10828. TRbeta-SRC2 peptide binding, fluorescence polarization; receptor liganded with 1 µM T3. Potency, µM (top dose mostly 106 µM), for the others: at the top dose activity change, negative = inhibition, actives largely listed as inhibitors. 280,000 compounds, 0.065% hits;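 further: potency means the concentration at half of the fitted maximal effect; plate controls were bound peptide for no effect and peptide without receptor for full effect; nearly all actives have a fitted effect of over 50% in size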
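Read-out is fluorescence polarization (555 nm excitation, 632 nm emission) of a Texas Red SRC2 coactivator peptide; loss of signal reflects blocked binding to human TRb ligand-binding domain in the presence of 1 uM T3.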
Tau FP inhib: tau fibrillization inhibition (FP). P10636. K18 P301L tau heparin fibrillization, Alexa594 FP, 6 h. Potency, µM (series often up to 57.7 µM), for inactives: at the top dose activity, negative = inhibition, most hits filed as inhibitors. 280,000 compounds, 0.39% hits. AID 1468; further: potency means the concentration at half of the fitted maximal effect; on the % scale 0 is the no-effect control and ±100 the full control effect; nearly all actives have a fitted effect of over 55% in size
Target sequence (P10636 561-689 P618L limits assumed): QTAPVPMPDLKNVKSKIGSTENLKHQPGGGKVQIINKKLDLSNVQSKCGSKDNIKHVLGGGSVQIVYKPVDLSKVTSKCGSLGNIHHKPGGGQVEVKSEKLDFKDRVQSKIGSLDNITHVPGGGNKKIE
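FP of Alexa 594-tau after heparin (20 uM) induction. Substrate: human K18 P301L, 15 uM unlabeled, 0.24 uM labeled. Buffer 100 mM sodium acetate pH 7. 6 hr, 37 C.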
GLA spleen mod: inhibitors or activators of human alpha-galactosidase in spleen homogenate; P06280; human spleen homogenate, 4MU-alpha-Gal fluorescence, 40 min; Potency, µM (top dose mostly 80 µM), inactives show at the top dose activity change, negative = inhibition, most hits filed as inhibitors; 240,000 compounds, 0.008% hits; AID 2107;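 further: potency means the concentration at half of the fitted maximal effect; 0% = enzyme with vehicle and -100% = no enzyme basal signal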
Target sequence (P06280 32-429 limits assumed): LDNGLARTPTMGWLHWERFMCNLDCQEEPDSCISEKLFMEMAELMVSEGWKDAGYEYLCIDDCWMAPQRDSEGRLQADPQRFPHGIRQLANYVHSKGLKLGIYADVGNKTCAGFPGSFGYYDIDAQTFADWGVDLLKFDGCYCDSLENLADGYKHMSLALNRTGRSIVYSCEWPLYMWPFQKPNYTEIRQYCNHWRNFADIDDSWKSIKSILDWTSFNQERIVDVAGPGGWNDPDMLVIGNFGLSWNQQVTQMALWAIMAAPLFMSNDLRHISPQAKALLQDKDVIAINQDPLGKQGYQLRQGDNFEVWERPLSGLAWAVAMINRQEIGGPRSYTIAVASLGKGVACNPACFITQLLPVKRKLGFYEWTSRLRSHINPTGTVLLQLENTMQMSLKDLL
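Fluorogenic readout (Ex 365/Em 440 nm) of 4-methylumbelliferone released from 1 mM 4-MU-alpha-galactoside by spleen homogenate, 40 min at 37C, pH 5.0. Data normalized to no-enzyme and enzyme controls; Hill-equation AC50 from compound titrations.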
CBFb RUNX1 block: CBF-beta/RUNX1 interaction disruption | Q01196+Q13951 | AlphaScreen CBFb-His/RUNX1-biotin binding, biochemical | Potency, µM (doses to about 59.8 µM), for the others: top-dose activity, negative = inhibition, actives largely listed as inhibitors | 230,000 tested, under 10 active; further: % of control where 0% means no effect
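AlphaScreen binding: CBFb-His and RUNX1-biotin (30 nM each) preincubated 20 min, compound added for 15 min, then nickel and streptavidin beads for 90 min, all at room temperature. Disruption of the interaction by any mechanism counts as activity.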
Tau fluor counter: counter-screen for tau fibril formation inhibitors; Potency, µM (doses to about 57.7 µM), for inactives: top-dose activity change, negative = decrease; tau K18 P301L (four-repeat tau fragment) Alexa594 fluorescence, heparin fibrillization; 280,000 compounds, 0.93% hits; further: potency means the concentration at half of the fitted maximal effect; on the % scale 0 is the no-effect control and ±100 the full control effect; nearly all actives have a fitted effect of over 55% in size
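Human K18 P301L tau (15 uM unlabeled plus 0.24 uM Alexa 594-labeled, final) in 100 mM sodium acetate pH 7 was mixed with compound and 20 uM heparin and incubated 6 hr at 37 C.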
The depositor's hits bear a star; u = inconclusive; x = no result given; [ ] = remark or other dose. Unless noted, the call rests on the fitted dose curve; in most records, active means well fitted curve in the direction sought with a large enough effect; inconclusive means small, poorly fitted or top-dose-only effect, or another doubt; inactive means no such curve, though single readings can be large; an effect the other way counts as inactive or inconclusive. A portion of the library, so the mix of outcomes need not match the whole.

Every second line gives: NPSR antag | TexasRed fluor | Epigenetic reg | TRb SRC2 PPI | Tau FP inhib | GLA spleen mod | CBFb RUNX1 block | Tau fluor counter
CCc1nn(CCCC(=O)N2CCc3ccccc3C2)c(=O)c2cc3occc3n12
→ -17%[46.1 µM] | -7% | -1.7% | -5% | u | -16% | 5% | -12%
CCn1cc(C(=O)N2CCN(c3ccccc3)CC2)c(=O)c2cc(S(=O)(=O)N3CCCC3)ccc21
→ x | -1% | -1.3% | -11% | -2% | x | x | -11%
COc1ccc2sc(N(CCN(C)C)C(=O)c3cc(Cl)sc3Cl)nc2c1
→ -27% | 0% | -5.0% | 4% | -3% | 0% | 3% | -20%
O=[N+]([O-])c1cnc2ccccn12
→ 12% | -2% | -0.3% | -2% | 0% | -1% | 10% | 5%
COc1ccc(NC(=O)C(c2cc3c(cc2[N+](=O)[O-])OCO3)N(C)Cc2ccccc2)cc1 (stereo not given)
→ -20% | 0% | -0.8% | 3% | 4% | -10% | u | -27%
CCCn1c(C)nc2c(N3CCC(N4CCN(C)CC4)CC3)nc(C)nc21
→ x | 3% | 1.3% | -3% | -1% | 7% | 2% | -3%
COc1ccc(N=C2SC(C(=O)N3CCN(c4ccccc4)CC3)CC(=O)N2C)cc1 (stereo not given)
→ 6% | -3% | -0.1% | -1% | 0% | 0% | 1% | -17%
COC(=O)c1coc(-c2ccc(C)cc2)c1C(=O)OC
→ -27%[46.1 µM] | -2% | -1.5% | -8% | -8% | -2% | -3% | -7%
COc1cccc(CNC(=O)c2ccc(CSc3nc4ccncc4n3Cc3cccc(C)c3)cc2)c1
→ x | -3% | 1.1% | 5% | -1% | x | x | -24%
O=C(NCc1cccs1)C1CC(=O)N(c2ccccc2)C1 (stereo not given)
→ -4%[46.1 µM] | 1% | 0.0% | 2% | -5% | 4% | 1% | 0%
CCc1c(C(=O)N2CCN(c3ccccc3F)CC2)[nH]c(C)c1C(C)=O
→ -11%[46.1 µM] | 0% | 4.2% | -4% | 1% | 3% | -3% | -13%
COc1ccc(CCNC(=O)c2cc(-c3ccc(Cl)cc3)on2)cc1OC
→ x | u | -0.9% | -4% | -9% | x | x | -7%
O=C(CNS(=O)(=O)c1ccc(Cl)cc1)NNC(=O)c1cccnc1
→ 9% | -5% | -1.4% | -4% | -4% | -6% | 19% | -6%
Cc1ccc(C)c(NC(=O)c2ccccc2O)c1
→ -13%[46.1 µM] | 0% | 3.2% | -5% | -10% | 10% | 11% | -6%
CCc1sc(NC(=O)C(C)C)nc1-c1ccccc1
→ -59% | 0% | 2.5% | 1% | 4% | -6% | 4% | -7%
CCc1ccc(CC)c(S(=O)(=O)Nc2ccc(O)c(C(=O)O)c2)c1
→ -6%[46.1 µM] | -2% | -2.1% | -5% | 8% | 5% | 10% | 0%
CCOC(=O)c1sc(-c2ccc(C)cc2)c(C#N)c1C
→ -9% | 0% | -0.9% | -1% | -12% | -19% | 11% | 1%
Cc1ccc(NC(=O)c2sc3nc(-c4ccc(F)cc4)cn3c2C)c(C)c1
→ x | -2% | 0.0% | -1% | -9% | x | x | -6%
C=Cc1ccc(Cn2c(C(=O)O)c(CNC3CCCCC3)c3ccc(C)cc32)cc1
→ x | -1% | 0.9% | 3% | 11% | x | x | -14%
Cc1nc(N2CCCCC2)c2c(-c3cccs3)csc2n1
→ -21% | 2% | -0.1% | -1% | -16% | 6% | -3% | -16%
Cc1cccc(OCC(=O)Nc2ccccc2N2CCCCC2)c1
→ u | 0% | -2.1% | -1% | -9% | 5% | 16% | -7%
CC1CN(C(=O)c2cc3c(s2)CCC3)CC(C)O1 (stereo not given)
→ 1%[46.1 µM] | -1% | 1.7% | 3% | 5% | -5% | 0% | -7%
O=C(O)/C=C/C(=O)Nc1ccccc1SC(F)(F)C(F)(F)C(F)(F)F
→ -14% | -3% | -2.6% | 0% | -4% | -4% | 7% | 0%
CN(Cc1ccccc1)c1nc2c(S(=O)(=O)c3ccccc3)nnn2c2ccsc12
→ x | 0% | -0.1% | -2% | -16% | x | x | 0%
CCOc1ccc(-n2c(SCC(=O)N3CCc4ccccc43)nc3c([nH]c4ccccc43)c2=O)cc1
→ x | 0% | 2.8% | 4% | -12% | x | x | -12%
Cc1ccc2cc(CN(C(=O)c3ccncc3)C(C)C)c(=O)[nH]c2c1
→ -7%[46.1 µM] | 1% | 6.5% | 4% | -2% | -27% | 5% | -7%
CN(Cc1ccccc1)c1nc2c(c(=O)[nH]c(=O)n2C)n1CCCSc1ncccn1
→ u | -4% | -2.8% | -26% | 2% | -5% | 4% | 2%
CCOc1cc(N2CCCC2)ccc1[N+](=O)[O-]
→ 12% | -1% | 1.1% | 3% | -2% | 2% | 5% | -1%
CCN1C(=O)/C(=C\C=C\c2ccccc2[N+](=O)[O-])SC1=S
→ -45% | -5% | 4.7% | -6% | -8% | 1% | -21% | u
C=CCc1cccc2cc(C(=O)Nc3ccc(CC(=O)O)cc3)c(=O)oc12
→ -20% | -5% | -1.8% | 8% | 5% | 9% | -6% | -4%

Reformatted with tabs: entries from further up.
compound	NPSR antag	TexasRed fluor	Epigenetic reg	TRb SRC2 PPI	Tau FP inhib	GLA spleen mod	CBFb RUNX1 block	Tau fluor counter
CCc1ccc(CC)c(S(=O)(=O)Nc2ccc(O)c(C(=O)O)c2)c1	-6%[46.1 µM]	-2%	-2.1%	-5%	8%	5%	10%	0%
CCOC(=O)c1sc(-c2ccc(C)cc2)c(C#N)c1C	-9%	0%	-0.9%	-1%	-12%	-19%	11%	1%
Cc1ccc(NC(=O)c2sc3nc(-c4ccc(F)cc4)cn3c2C)c(C)c1	x	-2%	0.0%	-1%	-9%	x	x	-6%
C=Cc1ccc(Cn2c(C(=O)O)c(CNC3CCCCC3)c3ccc(C)cc32)cc1	x	-1%	0.9%	3%	11%	x	x	-14%
Cc1nc(N2CCCCC2)c2c(-c3cccs3)csc2n1	-21%	2%	-0.1%	-1%	-16%	6%	-3%	-16%

The results go on:
Every second line gives: NPSR antag | TexasRed fluor | Epigenetic reg | TRb SRC2 PPI | Tau FP inhib | GLA spleen mod | CBFb RUNX1 block | Tau fluor counter
COc1cccc(C2c3c(-c4ccccc4)n[nH]c3C(=O)N2c2ccc(C(=O)O)cc2)c1 (stereo not given)
→ -7%[46.1 µM] | 2% | -1.1% | 7% | 7% | -1% | -3% | -1%
Cc1onc(-c2c(Cl)cccc2Cl)c1C(=O)NNc1ccccc1
→ 9% | -4% | 1.5% | 5% | u | -8% | -1% | -5%
Oc1ccc(N=C/C=C/c2ccc(Br)cc2)cc1-c1nc2ccccc2s1
→ -3% | -12% | 0.0% | 2% | -23% | 4% | u | u
Nc1[nH]c(N=NC(=O)c2ccccc2O)c2ccccc12
→ -4% | -3% | -1.9% | 8% | 1% | -2% | -16% | -7%
CCOc1cc(Br)c(/C=C2/C(=O)N(C)C(=S)N2CC(=O)OC)cc1OC
→ -33% | -4% | u | 0% | 6% | -1% | 5% | 4%
CC(=O)Nc1nc2ccc(Br)cc2s1
→ 9%[46.1 µM] | 2% | -0.9% | 3% | -2% | -14% | 7% | -8%
CCC1(C)NC(=O)N(/N=C/c2cc(OC)c(O)c(OC)c2)C1=O (stereo not given)
→ 11% | -2% | 2.6% | -8% | 3% | 0% | 2% | -4%
Cc1cccc(N(NC(=O)C(C)(C)O)C(=O)c2ccccc2)c1
→ -6%[46.1 µM] | -1% | 0.0% | -4% | 1% | 5% | -2% | -2%
COCCn1c(C)cc(C(=O)CSc2cc(C)c3ccccc3n2)c1C
→ -3% | -1% | -1.0% | -10% | 5% | 2% | -7% | -23%
O=c1/c(=C/c2ccco2)sc2n1CN(c1cccc(Br)c1)CN=2
→ u | -9% | -1.8% | 7% | 4% | 3% | -2% | -14%
Cc1sc2nc(C(C)Nc3ccccc3N3CCOCC3)[nH]c(=O)c2c1C (stereo not given)
→ -26%[46.1 µM] | 0% | 0.0% | 4% | 12% | 2% | -18% | -23%
O=C(COC(=O)c1cc2c(s1)CCCC2)NCc1ccccc1Cl
→ 21% | 0% | 1.0% | -12% | -5% | 7% | 12% | -3%
Cc1n[nH]c(=S)n1-c1cccc(Cl)c1
→ 16% | -2% | 0.0% | 9% | 6% | -7% | 3% | 13%
O=C(NCc1ccc2c(c1)OCO2)c1ccc(Cl)nc1
→ 12% | -3% | -1.9% | 1% | 1% | 10% | -5% | 2%
OCc1cccc(Cl)c1Cl
→ x | -8% | x | 3% | x | 5% | 7% | x
Clc1ccc(-c2nnn3c2nc(N2CCCCC2)c2ccccc23)cc1
→ x | -2% | 3.3% | 2% | -12% | x | x | -17%
Cc1ccc(-c2n[nH]c(=S)n2C)cc1Cl
→ 3% | 2% | 2.3% | 6% | 7% | -2% | -4% | 15%
CCOC(=O)C1CCCN(C(=O)C2CCC(CNS(=O)(=O)c3ccc(NC(C)=O)cc3)CC2)C1 (stereo not given)
→ -9%[46.1 µM] | -2% | 0.0% | 2% | -1% | 0% | 3% | -3%
COc1cccc(CNC(=O)Cn2c(=O)cc(C(F)(F)F)c3c(C)nn(C)c32)c1OC
→ x | 0% | 0.0% | -1% | -1% | x | x | -6%
O=C(NCc1ccco1)c1ccc2c(=O)n(CCC3=CCCCC3)c(=O)[nH]c2c1
→ 0%[46.1 µM] | -3% | 0.0% | -5% | 0% | 10% | 5% | -2%
CCCOc1ccc(C2c3c(-c4ccccc4O)n[nH]c3C(=O)N2Cc2ccncc2)cc1OCC (stereo not given)
→ x | 0% | 8.5% | -2% | -11% | x | x | -24%
CC(Sc1nc2ccc(Br)cc2[nH]1)C(=O)O (stereo not given)
→ 0%[46.1 µM] | -2% | -0.7% | -3% | 6% | -6% | -2% | -1%
CCN(CC)S(=O)(=O)c1ccc(N2CCOCC2)c(NC(=O)c2cc(-c3ccccn3)nc3ccccc23)c1
→ -5% | -1% | -2.2% | 11% | 1% | -6% | -6% | -29%
Cc1ccc(-n2c(N)c(C(N)=O)sc2=S)cc1
→ -10%[46.1 µM] | 2% | -4.6% | -15% | -14% | -3% | -2% | -11%
CCC(=O)Nc1ccc(C(=O)Nc2cccnc2)cc1
→ -1%[46.1 µM] | 0% | -1.0% | -6% | 4% | 5% | 5% | 0%
CC1=CC(C)(C)n2c(O)c(N=N)c3c(C)c(C)cc1c32
→ -42% | -3% | 7.4% | 13% | -15% | -9% | u | u

Source: PubChem (National Center for Advancing Translational Sciences (NCATS))
